# High-throughput results: PubChem, The Scripps Research Institute Molecular Screening Center
# pPAFAH FP inh: pPAFAH enzyme inhibitors, primary screen, biochemical, fluorescence polarization, human. Platelet-activating factor acetylhydrolase (Homo sapiens), Q13093. hit rate 1.5% among 330,000. inhibition, % at 3.39 µM. recombinant pPAFAH, FP-rhodamine probe fluorescence polarization;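 active means inhibition above the mean inhibition across the screen plus 3 SD, cut at about 25% in these data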;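 further: inhibitors block binding of the rhodamine activity-based probe so polarization drops; 0% = enzyme with DMSO and 100% = wells lacking pPAFAH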
# Target sequence (Q13093 whole entry, looked up): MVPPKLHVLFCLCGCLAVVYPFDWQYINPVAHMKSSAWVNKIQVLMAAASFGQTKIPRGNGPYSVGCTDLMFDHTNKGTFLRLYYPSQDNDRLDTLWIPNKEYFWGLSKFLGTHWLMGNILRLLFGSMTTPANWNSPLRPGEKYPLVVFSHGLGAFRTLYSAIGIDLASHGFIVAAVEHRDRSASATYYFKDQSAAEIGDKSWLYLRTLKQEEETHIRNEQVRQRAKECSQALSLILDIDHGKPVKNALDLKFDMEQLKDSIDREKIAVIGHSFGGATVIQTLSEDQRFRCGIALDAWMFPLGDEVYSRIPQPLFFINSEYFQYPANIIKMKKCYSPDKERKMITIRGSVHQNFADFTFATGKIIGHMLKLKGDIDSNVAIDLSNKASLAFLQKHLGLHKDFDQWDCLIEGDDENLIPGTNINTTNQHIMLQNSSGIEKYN
# PME-1 inh: PME-1 inhibitors via competitive probe labeling, primary screen, biochemical, fluorescence polarization, FP-Rh probe, HTS. Protein phosphatase methylesterase 1 (Homo sapiens), Q9Y570. recombinant PME-1. inhibition, % at 5.9 µM. hit rate 0.53% among 320,000. AID 2130, 2009;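 active means inhibition above the campaign mean of all compounds plus 3 SD, cut at about 26% in these data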;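 further: competitive labeling of PME-1 active site by serine hydrolase directed probe; 0% = PME-1 with DMSO and 100% = wells lacking PME-1 enzyme; inhibitors block probe labeling so polarization falls and inhibition rises; many of its hits are not listed in these tables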
# PAFAH1B3 inh: PAFAH1B3 enzyme inhibitors, primary screen, biochemical, fluorescence polarization, human. Platelet-activating factor acetylhydrolase IB subunit alpha1 (Homo sapiens), Q15102. recombinant PAFAH1B3, FP-rhodamine probe. hit rate 0.28% among 340,000. inhibition, % at 3.39 µM;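 active means inhibition above the screen-wide average of all tested compounds plus 3 SD, cut at about 25% in these data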;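 further: 0% = enzyme with DMSO only and 100% = wells lacking PAFAH1B3 protein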
# PAD4 inh: human PAD4 inhibitors, primary screen, biochemical, fluorescence polarization, 1536-well format; recombinant PAD4, RCA probe fluorescence polarization; inhibition, % at 6.36 µM; hit rate 0.41% among 330,000; AID 485272, 2010;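 active means percent inhibition above a cutoff equal to the mean of all tested compounds plus 3 SD, cut at about 15% in these data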;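 further: 0% = PAD4 with RCA probe and DMSO and 100% = probe without PAD4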
# GSTO1 inh: inhibitors of recombinant GSTO1, primary screen, counter-screen for RBBP9 inhibitor project, biochemical, fluorescence polarization. Glutathione S-transferase omega-1 (Homo sapiens), P78417. activity-based probe fluorescence polarization. inhibition, % at 5.96 µM. hit rate 1.1% among 300,000. AID 1974, 2009;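 active means inhibition above the campaign mean inhibition plus 3 SD, cut at about 35% in these data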;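 further: 0% = GSTO1-1 with DMSO and 100% = wells lacking GSTO1-1 enzyme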
# PAFAH1B2 FP inh: PAFAH1B2 enzyme inhibitors, primary screen, biochemical, fluorescence polarization, human; Platelet-activating factor acetylhydrolase IB subunit alpha2 (Homo sapiens), P68402; inhibition, % at 3.39 µM; hit rate 1.2% among 340,000; recombinant PAFAH1B2, FP-rhodamine activity probe; AID 492953, 2010;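 active means inhibition above the mean of all tested compounds plus 3 SD, cut at about 24% in these data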;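 further: 0% = enzyme with DMSO and 100% = wells lacking PAFAH1B2; many of its hits are not listed in these tables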
# LYPLA2 counter: LYPLA2 inhibitors, primary screen, counter-screen for PME1 inhibitor project, biochemical, fluorescence polarization, FP-Rh probe ABPP; recombinant LYPLA2; inhibition, % at 5.9 µM; hit rate 0.38% among 320,000; AID 2177, 2009;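 active means inhibition above the screen-wide mean plus 3 SD, limit set per campaign, cut at about 26% in these data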;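 further: 0% = LYPLA2 with DMSO and 100% = wells lacking LYPLA2 enzyme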
# Target sequence (O95372 whole entry, looked up): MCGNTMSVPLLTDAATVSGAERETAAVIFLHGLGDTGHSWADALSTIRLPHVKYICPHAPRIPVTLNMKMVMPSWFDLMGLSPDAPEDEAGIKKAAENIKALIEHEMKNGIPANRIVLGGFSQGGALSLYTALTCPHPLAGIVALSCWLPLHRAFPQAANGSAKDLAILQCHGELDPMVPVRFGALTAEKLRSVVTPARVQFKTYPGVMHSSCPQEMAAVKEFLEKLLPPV
# PREPL inh: PREPL enzyme inhibitors, primary screen, biochemical, fluorescence polarization; Prolyl endopeptidase-like (Homo sapiens), Q4J6C6; recombinant PREPL, fluorescence polarization activity-based probe; inhibition, % at 5.96 µM; hit rate 0.68% among 320,000; in the data active means inhibition above about 43%;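 further: 0% = enzyme with DMSO and 100% = wells lacking enzyme; many of its hits are not listed in these tables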
# LYPLA1 counter: LYPLA1 inhibitors, primary screen, counter-screen for PME1 inhibitor project, biochemical, fluorescence polarization, FP-Rh probe ABPP. Acyl-protein thioesterase 1 (Homo sapiens), O75608. recombinant LYPLA1. inhibition, % at 5.9 µM. hit rate 0.16% among 320,000;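 active means inhibition above the mean of all tested compounds plus 3 SD, set per campaign, cut at about 14% in these data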;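 further: inhibitors block serine hydrolase probe labeling of LYPLA1 so polarization falls; 0% = enzyme with DMSO and 100% = wells lacking LYPLA1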
# Target sequence (O75608 whole entry, looked up): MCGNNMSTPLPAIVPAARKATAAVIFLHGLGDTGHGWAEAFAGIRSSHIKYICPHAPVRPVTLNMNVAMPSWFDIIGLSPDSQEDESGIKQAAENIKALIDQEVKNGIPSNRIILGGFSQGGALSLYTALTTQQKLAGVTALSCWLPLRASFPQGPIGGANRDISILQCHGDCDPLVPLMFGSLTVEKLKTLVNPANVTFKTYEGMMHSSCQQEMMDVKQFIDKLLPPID
# Numbers without * were called inactive; · = not tested or not shown. This is a subset; rates above refer to the full screens.
# Sample of the layout, four compounds:
SMILES,pPAFAH FP inh,PME-1 inh,PAFAH1B3 inh,PAD4 inh,GSTO1 inh,PAFAH1B2 FP inh,LYPLA2 counter,PREPL inh,LYPLA1 counter
CCN1C(C(=O)Nc2cc(C)on2)=C(O)c2ccccc2S1(=O)=O,4,5,0,4,-1,2,3,5,0
Cc1cccc(NC(=O)c2sc3nc(-c4ccccc4)cn3c2C)n1,-3,-25,6,4,-7,-2,1,12,0
C/C(Cn1cnc([N+](=O)[O-])n1)=N\NC(=O)c1ccccc1,6,0,3,0,-2,3,-3,-2,-8
CN(C)c1ccc(-c2nc3ccccc3c(=O)[nH]2)cc1,4,6,1,-4,10,1,4,20,1

# The listing, repeating the preview:
SMILES,pPAFAH FP inh,PME-1 inh,PAFAH1B3 inh,PAD4 inh,GSTO1 inh,PAFAH1B2 FP inh,LYPLA2 counter,PREPL inh,LYPLA1 counter
CCN1C(C(=O)Nc2cc(C)on2)=C(O)c2ccccc2S1(=O)=O,4,5,0,4,-1,2,3,5,0
Cc1cccc(NC(=O)c2sc3nc(-c4ccccc4)cn3c2C)n1,-3,-25,6,4,-7,-2,1,12,0
C/C(Cn1cnc([N+](=O)[O-])n1)=N\NC(=O)c1ccccc1,6,0,3,0,-2,3,-3,-2,-8
CN(C)c1ccc(-c2nc3ccccc3c(=O)[nH]2)cc1,4,6,1,-4,10,1,4,20,1
Cc1ccc(CN(CC(=O)NC2CCCC2)C(=O)c2csnn2)cc1,-6,-10,2,-7,9,4,-8,2,1
CC1CN(C(=O)c2ccncc2)CC(C)O1 (configuration not stated),-2,-1,·,0,-4,·,-2,9,-2
Cc1ccc(NC(=O)NC(=O)CSc2nnc(-c3ccc(OC(F)F)cc3)n2N)c(C)c1,1,-5,1,3,0,-6,5,5,0
Cc1ccc2nc(SCC(=O)Nc3ccc4c(c3)CCC4)[nH]c2c1,1,0,9,0,-1,4,-4,-22,-4
COc1ccc(C)cc1NS(=O)(=O)c1ccc2c(c1)N(C(C)=O)CCO2,3,7,1,-1,2,2,1,10,1
CS(=O)(=O)N(CC(=O)Nc1ccccc1-c1ccccc1)c1cccc(F)c1,2,-1,-4,-3,1,20,10,15,2
CCC(C(=O)OCC(=O)Nc1ccc(C(N)=O)cc1)c1ccccc1 (configuration not stated),1,8,14,6,5,7,0,-11,-1
CC(NC(=O)c1ccc(Cl)cc1)C1CC2CCC1C2 (configuration not stated),2,1,3,2,2,8,9,-10,1
O=C(NCCc1ccccc1)C(=O)NCC1OCCN1S(=O)(=O)c1ccc([N+](=O)[O-])cc1 (configuration not stated),7,-2,0,-3,0,5,-3,15,-1
COC(=O)c1ccc(NC(=O)c2cccc(N3C(=O)C4C5C=CC(C6CC56)C4C3=O)c2)cc1 (configuration not stated),4,1,-34,-4,-10,-17,0,4,-6
Cc1ccc(NC(=O)COC(=O)c2ccc3c(c2)C(=O)N(CCc2ccccc2)C3=O)c(C)c1,1,-4,2,0,8,2,1,-5,-1
C[C@]12C=CC(=O)C=C1CC[C@@H]1[C@@H]2C(=O)C[C@@]2(C)[C@H]1CC[C@]2(O)C(=O)COC(=O)CCC(=O)O,2,2,-4,-5,0,0,-5,8,-1
COc1cc(C2C(C#N)=C(N)OC3=C2C(=O)CC(C)(C)C3)cc2c1OCO2 (configuration not stated),6,1,-3,-3,-3,-6,-1,-9,2
CCOc1ccc(NC(=O)c2ccc(NC(=O)C3CCCO3)cc2)cc1 (configuration not stated),1,-2,-4,0,3,6,1,0,3
CC(=O)Nc1nc2cc([N+](=O)[O-])ccc2s1,4,0,7,0,·,0,4,-4,2
COCCN(C(=O)COC(=O)c1oc2ccc(OC)cc2c1C)c1c(N)n(Cc2ccccc2)c(=O)[nH]c1=O,11,4,2,-1,-7,7,1,-33,-1
O=C(CCc1nc2ccccc2[nH]1)NC1CCCCC1,-4,-5,2,-1,1,3,0,-3,-1
O=C(/C=C/c1ccc[nH]1)c1ccccc1,4,-4,11,-8,14,8,7,7,2
O=S(=O)(c1ccc(Cl)cc1)N1CCN(C2CCCCCC2)CC1,-4,3,3,-3,9,21,-4,-3,-4
Cc1ccc(C(=O)NCCc2sc(C)nc2C)cc1,-2,-5,-4,-4,0,2,1,-1,0
Cc1cccc(NC(=O)CN2NS(=O)(=O)c3ccccc3C2=O)c1,2,7,10,-6,-4,6,-3,2,-1
SMILES,pPAFAH FP inh,PME-1 inh,PAFAH1B3 inh,PAD4 inh,GSTO1 inh,PAFAH1B2 FP inh,LYPLA2 counter,PREPL inh,LYPLA1 counter
CCOc1ccc(CCNC(=O)Cn2ncn3nc(-c4ccc(OC)cc4)cc3c2=O)cc1OCC,4,-2,1,2,-2,4,-3,1,1
CCOc1ccc(N2C(=O)CC(Sc3nc(O)c(CC)c(=O)[nH]3)C2=O)cc1 (configuration not stated),0,-2,·,0,9,·,1,17,4
COc1ccc(NC(=O)C2CC(=O)N(c3cc(C)ccc3C)C2)cc1 (configuration not stated),0,-7,3,-3,8,5,16,10,2
COc1ccc(N2CC(C(=O)N/N=C/c3ccccc3)CC2=O)cc1 (configuration not stated),5,-5,1,2,7,7,-1,12,0
Cc1cc(C)c(C2=Nn3c(C)nnc3SC2C)cc1C (configuration not stated),1,0,8,3,4,4,-7,17,-3
CS(=O)(=O)N(CC(=O)N1CCc2ccccc2C1)c1cccc(Br)c1,3,0,7,-3,8,3,2,-31,1
COc1ccc(NC(=O)c2csc(Cc3ccc(Cl)cc3)n2)cc1,4,-1,-2,-5,-8,5,-3,19,-3
Cc1nn(CC(=O)NC(C)C)c(C)c1[N+](=O)[O-],-3,-2,9,5,14,3,3,9,-2
COCCCNC(=O)CC1C[C@H](C(=O)N2CCOCC2)[C@@]2(C)c3[nH]c4ccc(OC)cc4c3CCN2C1=O (some centres not stated),4,·,7,3,·,1,·,·,·
O=C(CN1C(=O)NC(Cc2c[nH]c3ccccc23)C1=O)NCC(F)(F)F (configuration not stated),-1,0,10,0,4,1,0,2,-1
COc1cccc(C(=O)COC(=O)c2ccc(NC(C)=O)cc2)c1,-3,-3,8,-3,2,4,-3,1,1
Cc1cc(C)c(NC(=O)CN(C)C(=O)CCC(=O)c2ccc(C)s2)c(C)c1,7,-1,-6,-1,·,-1,-3,-4,-3
COc1ccc(C)cc1NC(=O)CN(c1ccc(C)cc1)S(C)(=O)=O,4,-1,2,2,-6,-3,5,5,-1
O=C1N/C(=N\N=C\c2ccc3ncccc3c2)SC1Cc1ccc(SC(F)F)cc1 (configuration not stated),11,2,5,5,-6,6,2,1,3
COc1ccc(C(CNC(=O)c2cc(S(=O)(=O)N3CCN(c4ccccc4)CC3)ccc2Cl)N(C)C)cc1 (configuration not stated),5,·,12,-1,·,6,·,27,·
Cc1ccnc(NC(=O)c2ccc(Cl)c(NC(=O)C(C)Oc3ccccc3)c2)c1 (configuration not stated),5,-3,-1,-2,0,0,-3,-10,-2
Cc1ccc2nc(C)cc(OCC(=O)O)c2c1,5,-4,9,-1,-3,4,4,6,-3
Cc1cc(C)n(CCC(=O)N=Nc2c(O)[nH]c3ccc(Br)cc23)n1,-1,9,3,-1,4,6,12,1,5
CN1CCc2c(sc3nc(SCC(=O)N4CCOCC4)nc(N)c23)C1,6,-8,10,-4,3,3,0,21,7
CCn1ncc(Br)c1C(=O)Nc1sc2c(c1C(N)=O)CCC2,-5,-11,5,-4,3,0,5,16,-3
COc1cc(OC)c(-c2noc(C(=O)OC(C)(C)C)c2C(=O)OC(C)(C)C)c(OC)c1,-7,-3,3,-5,2,5,8,7,-1
O=C(NCc1ccco1)C1CCCCN1S(=O)(=O)c1ccc(F)cc1 (configuration not stated),0,1,1,-2,7,6,1,-2,-1
COc1ccc2[nH]c3c(c2c1)CCN1C(=O)C(CC(=O)NCCc2ccccn2)C[C@H](C(=O)N2CCOCC2)[C@@]31CCC1CCCC1 (some centres not stated),5,·,7,5,·,2,·,·,·
COCC(=O)N1CCC(Oc2ccc(C(=O)N3C[C@H]4CC[C@H]3C4)cc2)CC1,7,-1,2,-2,-7,3,-1,4,0
CC(NS(=O)(=O)/C=C/c1ccccc1)C(=O)O (configuration not stated),6,-4,7,2,2,2,7,3,6
SMILES,pPAFAH FP inh,PME-1 inh,PAFAH1B3 inh,PAD4 inh,GSTO1 inh,PAFAH1B2 FP inh,LYPLA2 counter,PREPL inh,LYPLA1 counter
COc1ccccc1-n1c(-c2cn(C)nc2C)n[nH]c1=S,-5,0,1,-2,5,5,-2,3,-1
NS(=O)(=O)c1ccc(CCNC(=O)CN2CCN(c3ccc(F)cc3)CC2)cc1,4,0,6,-2,-3,-2,-9,4,0
O=C(Cc1ccccc1)Nc1cc(Cl)ccc1Sc1ccccc1,-2,6,6,1,8,2,3,5,0
CC1CCN(S(=O)(=O)c2cccc(C(=O)NCc3ccco3)c2)CC1,3,4,3,0,-5,25*,1,3,0
COc1ccc(C2=CC(=O)CC(c3ccccc3)C2)cc1 (configuration not stated),8,2,6,6,2,4,12,-6,2
Cc1nc2cc(NC(=O)c3ccc([N+](=O)[O-])s3)ccc2s1,5,4,6,-1,23,0,10,2,0
O=S(=O)(NCC1CCCO1)c1ccc(Br)s1 (configuration not stated),7,0,2,-5,3,6,1,5,-2
Cc1cc(SCC(=O)c2ccccc2)n2nc(C)nc2n1,3,-3,11,0,-4,-1,-1,7,3
CC(C)CC(NC(=O)c1ccc(C#CC(C)(C)O)s1)C(=O)O (configuration not stated),1,0,0,-1,-4,4,-6,-2,-2
COC(=O)CS(=O)(=O)c1ccsc1C(=O)Nc1ccc(F)c(F)c1,-12,-10,-1,1,-3,2,-10,-2,-1
O=C(CN1CCN(c2ccc(F)cc2)CC1)Nc1ccc(S(=O)(=O)N2CCOCC2)cc1,5,11,3,-6,2,2,10,11,0
CCCOc1ccc(Br)cc1CSC(=N)N,-1,-3,2,-3,-2,5,1,0,4
O=C(NNS(=O)(=O)c1ccc([N+](=O)[O-])cc1)c1ccncc1,1,2,0,2,2,3,6,7,1
Cc1ccc(N2C(=O)N(Cc3ccccc3C)c3ccccc3S2(=O)=O)cc1,2,2,1,-1,1,-2,-2,-18,-5
CCNc1ccc(S(=O)(=O)N(C)C)cc1NCC(=O)Nc1c(F)cccc1F,1,11,9,-1,0,4,1,-3,-4
Cc1ccc(OCC(O)Cn2nc(C)cc2C)cc1 (configuration not stated),-3,-3,3,0,6,1,2,-18,2
CCOc1ccc(OCCNCc2ccc(OC(C)C(=O)N(C)C)c(OCC)c2)cc1 (configuration not stated),0,-6,2,6,2,3,-3,21,-5
CCOP(=O)(OCC)c1nc(-c2ccccc2Cl)oc1N1CCOCC1,0,-3,6,2,5,-1,-7,-2,-4
Cn1c(N)c(S(=O)(=O)N2CCN(c3ccccc3Cl)CC2)c(=O)n(C)c1=O,2,3,8,-4,-4,0,-4,1,-3
CC(C)C(C)NC(=O)COc1ccc([N+](=O)[O-])cc1Cl (configuration not stated),1,2,3,0,7,0,12,2,2
